Compound activity as filed in PubChem.
PfHsp40 yeast = compounds rescuing yeast from Plasmodium falciparum HSP40 toxicity | S. cerevisiae expressing PfHsp40, growth rescue, ATP luminescence | growth rescue, % at 12.5 µM | 340,000 tested, 0.68% active; in the data active means growth rescue above about 28%, passing the limit was not always enough; inconclusive means no clear call, values can overlap the other calls;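 further: yeast W303a lacking pdr1 and pdr3 grown in galactose medium; growth measured after three days at 30 °C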
Mtb BioA inh = BioA (M. tuberculosis) enzyme inhibition; inhibition, % at 9.99 µM; purified M. tuberculosis BioA enzyme, plate reader; 360,000 tested, 0.096% active; AID 602481; in the data active means inhibition above about 40%; inconclusive means no clear call, values can overlap the other calls
FBA Mtb inh = Mtb fructose-bisphosphate aldolase inhibition; P9WQA3; purified M. tuberculosis FBA, fluorescence read-out; 360,000 tested, 2.3% active; inhibition, % at 1 µM; in the data active means inhibition above about 27%;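 further: 0% = vehicle and 100% = reference inhibitor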
Target sequence (P9WQA3 whole entry, looked up): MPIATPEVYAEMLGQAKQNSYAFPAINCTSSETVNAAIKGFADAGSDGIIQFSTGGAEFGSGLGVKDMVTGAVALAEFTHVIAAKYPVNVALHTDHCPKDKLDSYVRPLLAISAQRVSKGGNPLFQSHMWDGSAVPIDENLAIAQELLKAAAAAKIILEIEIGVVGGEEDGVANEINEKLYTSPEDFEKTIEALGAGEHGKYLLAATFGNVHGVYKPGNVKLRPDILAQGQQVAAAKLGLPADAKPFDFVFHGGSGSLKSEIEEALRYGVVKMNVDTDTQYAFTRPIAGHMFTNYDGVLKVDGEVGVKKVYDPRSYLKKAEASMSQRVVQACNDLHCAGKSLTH
FadD28 FP inh = M. tuberculosis FadD28 bisubstrate binding inhibition. FadD28 bisubstrate probe binding, fluorescence polarization. inhibition, % at 12.5 µM. 360,000 tested, 0.22% active. AID 588549; in the data active means inhibition above about 8.5%, passing the limit was not always enough; inconclusive means no clear call, values can overlap the other calls
Mtb UGM inh = Mtb UDP-galactopyranose mutase inhibition; purified UGM, fluorescence polarization probe displacement; AID 504406; 320,000 tested, 0.06% active; inhibition, % at 10 µM; in the data active means inhibition above about 10%, passing the limit was not always enough; inconclusive means no clear call, values can overlap the other calls
Target sequence (P9WIQ1 whole entry, looked up): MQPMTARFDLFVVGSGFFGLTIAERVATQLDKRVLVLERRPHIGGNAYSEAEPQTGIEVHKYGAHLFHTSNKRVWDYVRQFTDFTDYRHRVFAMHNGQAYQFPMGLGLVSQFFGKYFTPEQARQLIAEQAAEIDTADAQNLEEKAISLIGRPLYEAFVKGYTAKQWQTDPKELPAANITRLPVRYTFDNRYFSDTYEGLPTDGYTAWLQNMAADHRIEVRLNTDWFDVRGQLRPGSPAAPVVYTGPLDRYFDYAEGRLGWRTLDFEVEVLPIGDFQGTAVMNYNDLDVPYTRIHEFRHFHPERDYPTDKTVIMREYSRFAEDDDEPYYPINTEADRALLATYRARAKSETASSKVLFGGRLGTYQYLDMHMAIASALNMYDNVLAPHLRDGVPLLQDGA
Yp Topo-I inh = Y. pestis Topo-I inhibition via cleavage products; Y. pestis Topo-I cleavage product accumulation, plate reader; activity, % at 10 µM; 360,000 tested, 0.064% active; in the data active means activity above about 50%, passing the limit was not always enough; inconclusive means no clear call, values can overlap the other calls; further: inactives centre near 2
TcdB GH inh = TcdB glycohydrolase inhibition | P18177 | TcdB glycohydrolase enzymatic assay, plate reader | inhibition, % at 9.99 µM | 350,000 tested, 0.24% active; in the data active means inhibition above about 10%
GDH-TPI inh = GDH-TPI coupled enzyme inhibition counter-screen | GDH-TPI coupled enzyme counterscreen, NADH absorbance | 360,000 tested, 1.2% active | inhibition, % at 4.8 µM; in the data active means inhibition above about 30%;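 further: 0% = DMSO wells and 100% = wells lacking the enzyme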
Vc quorum ag = induces V. cholerae light production without autoinducers; V. cholerae BH1578 lux reporter, luminescence, 6 h; activation, % at 18.7 µM; 350,000 tested, 0.16% active; AID 588436; in the data active means activation mostly above about 9.7%, no sharp cut-off; inconclusive means no clear call, values can overlap the other calls; inactive means mostly below about 3.7%; further: not every result past the cut was called active; inactives centre near 0; reference of the scale not given here
The depositor's hits bear a star; i = inactive; ? = inconclusive; nt = not tested or not shown.

Structure	PfHsp40 yeast	Mtb BioA inh	FBA Mtb inh	FadD28 FP inh	Mtb UGM inh	Yp Topo-I inh	TcdB GH inh	GDH-TPI inh	Vc quorum ag
COc1ccc(OCCCN2CCCC(C)C2)cc1 (stereo unspecified)	-0.3	nt	-5	-0.3	-2.4	-1	nt	-1	i
COc1cccc(OCc2cc(C(=O)N(Cc3ccccc3)CC3CC3)no2)c1	0.8	-0.2	-2	-8.0	-1.4	?	0.8	5	-0.2
O=C(NNS(=O)(=O)c1ccccc1)c1ccc(F)cc1	-0.2	-0.8	-1	-0.7	0.3	-5	-4.6	3	i
CC(NCc1cccc(S(=O)(=O)N(C)C)c1)c1ccc(F)cc1 (stereo unspecified)	0.9	2.5	4	-1.0	0.8	4	0.1	-5	-0.3
CC1CN=C(N(C(=O)Nc2ccccc2)C(C)C)S1 (stereo unspecified)	-0.4	nt	0	-0.4	1.6	-10	nt	-2	i
COc1ccc(C(=O)N/C(=C\c2ccccc2)C(=O)NC(CCSC)C(=O)O)cc1 (stereo unspecified)	-1.2	0.5	3	1.2	-2.8	0	nt	0	-0.9
CN(CCN(C)C(=O)c1[nH]cnc1C(=O)Nc1ccccc1)C(=O)c1[nH]cnc1C(=O)Nc1ccccc1	-1.3	-1.1	0	-2.2	-3.0	-3	0.8	10	i
NS(=O)(=O)c1ccc(CCNC(=O)CSc2nc3ccsc3c(=O)n2C2CC2)cc1	0.1	nt	4	-0.2	0.9	-6	0.1	11	-0.3
CCc1ccccc1Nc1nc(N)nc(CSc2nnc3ccccn23)n1	1.0	nt	-2	-1.7	2.7	7	0.3	4	-0.3
O=C(CSc1nc2cc(S(=O)(=O)N3CCOCC3)ccc2o1)NC1CCCc2ccccc21 (stereo unspecified)	1.4	1.8	3	-0.3	0.7	1	nt	4	-0.3
CCc1ccc(NC(=O)c2cc(C)no2)cc1	0.0	3.6	-7	-3.4	2.4	-2	-0.1	-9	0.7
CC1(C)CNC(=O)c2sc(N3CCOCC3)nc2C1	-0.3	0.2	3	-1.3	0.5	-8	0.7	18	0.2
O=C(CN1CCN(c2ccc(O)cc2)CC1)Nc1ccccc1C(=O)NCCc1ccccc1	0.4	-0.3	-1	-2.1	nt	20	-1.0	8	2.0
COc1ccc(NS(=O)(=O)c2ccc(N/N=C/c3ccc(N4CCOCC4)cc3)c([N+](=O)[O-])c2)cc1	-1.2	-3.1	1	-1.3	-1.0	1	-2.5	-3	-0.4
C[C@H]1CC[C@@]2(C)[C@@H](CC[C@@H]3[C@@H]2CC[C@]2(C)[C@@H](O)CC[C@@H]32)C1	0.5	-1.0	-1	-3.5	-0.3	17	1.0	1	4.0
COc1ccc(NC(=O)Nc2c[nH]c(=O)[nH]c2=O)cc1	-1.8	0.0	0	-1.3	2.6	-6	0.0	7	0.8
O=C(Cn1ccc(C(F)(F)F)n1)N=Nc1c(O)[nH]c2ccccc12	0.9	nt	1	-1.2	-2.9	23	0.0	14	-0.4
COc1ccc(S(=O)(=O)NCC2CCCN(Cc3ccc(O)cc3)C2)cc1 (stereo unspecified)	1.5	2.0	1	-2.2	-2.0	0	2.1	-1	i
COc1cc(OC)c2ccc(=O)oc2c1C(CC(=O)N1CCN(c2ccccc2)CC1)c1ccc2c(c1)OCO2 (stereo unspecified)	3.9	-0.3	5	-1.9	1.1	-3	-0.3	17	i
CN(C)c1ncnc(N(C)C)c1[N+](=O)[O-]	-1.5	nt	-2	-3.0	-2.7	-3	1.8	12	i

Next section (two carried over from the part before).
Structure	PfHsp40 yeast	Mtb BioA inh	FBA Mtb inh	FadD28 FP inh	Mtb UGM inh	Yp Topo-I inh	TcdB GH inh	GDH-TPI inh	Vc quorum ag
COc1cc(OC)c2ccc(=O)oc2c1C(CC(=O)N1CCN(c2ccccc2)CC1)c1ccc2c(c1)OCO2 (stereo unspecified)	3.9	-0.3	5	-1.9	1.1	-3	-0.3	17	i
CN(C)c1ncnc(N(C)C)c1[N+](=O)[O-]	-1.5	nt	-2	-3.0	-2.7	-3	1.8	12	i
c1ccc(CNc2nc(-c3cccnc3)nc3ccccc23)cc1	1.7	2.8	-1	-3.1	-0.6	9	1.4	2	-1.4
O=C(NNC(=O)c1ccccc1Cl)c1ccc(-n2cncn2)c([N+](=O)[O-])c1	-1.7	-1.0	-4	-2.1	0.0	-2	1.4	11	i
COc1cc(C(=O)N[C@H](C(=O)NC2CCCc3ccccc32)C(C)C)cc(OC)c1OC (stereo partly specified)	1.1	1.1	1	-0.7	-0.7	-3	-1.1	3	-0.7
CC1(C)NC(=O)N(CN2C(=O)NC(C)(C)C2=O)C1=O	-1.2	-2.7	1	-0.5	0.1	0	nt	1	-0.2
O=C(N/C(=C\c1ccc(-c2ccccc2)o1)C(=O)N1CCOCC1)c1ccccc1	1.0	nt	0	-1.1	nt	7	1.3	22	-0.1
O=C(CN1CCCCC1)Nc1nnc(-c2ccc([N+](=O)[O-])cc2)s1	0.4	-2.2	1	-0.3	0.7	-17	nt	41*	i
CCC(C)Sc1nnc(-c2c[nH]c3ccccc23)n1CCOC (stereo unspecified)	0.4	-0.3	4	1.2	0.0	8	nt	4	-0.2
CC(=O)Nc1ccc(OC(=O)c2ccc(Cl)cc2)cc1	-0.9	-1.2	5	1.9	0.0	-6	-7.7	8	0.7
COc1ccccc1N(C(C)=O)c1nc(C)cc(C)c1C#N	3.7	1.3	-6	-2.9	-1.5	-2	nt	12	i
COc1ccc(C(=O)NNC(=O)c2cc3cc(OC)ccc3oc2=O)cc1	-0.4	-1.3	8	-1.3	1.4	-8	1.4	6	-0.2
CC(=O)COc1ccc2oc(=O)cc(-c3cc4ccccc4o3)c2c1	-1.2	-2.8	0	-1.4	-2.3	-3	-3.3	26	i
CCCCNC(=S)Nc1ccc2cn[nH]c2c1	6.4	1.4	1	-0.2	nt	-2	2.1	6	-0.4
COC(=O)C1(C)NC(c2ccc(O)cc2)C2C(=O)N(c3ccc(C)cc3)C(=O)C21 (stereo unspecified)	-0.5	-0.4	-1	-2.7	1.5	2	0.7	-3	-1.5
Nc1ncnc2c1CCC2	-0.1	-2.0	2	0.2	-0.4	-3	nt	-4	nt
CCC(C)NC(=O)C1CCC(=O)N1CCc1ccccc1 (stereo unspecified)	-0.9	-2.1	1	-2.3	2.0	0	0.9	6	-13
CCOc1ccc(NC(=O)C(C)Oc2ccccc2C(=O)Nc2cccc(Cl)c2Cl)cc1 (stereo unspecified)	-0.4	1.5	5	0.6	-0.6	1	nt	-8	7.7
COc1ccccc1-n1cnc2cc(C(=O)NC3CCCC3)ccc21	2.9	nt	1	-3.3	-1.2	1	nt	2	-0.9
CC(C)(C)NC(=O)C(c1ccco1)N(C(=O)c1ccc(CN2CCOCC2)o1)c1ccccc1 (stereo unspecified)	-1.6	-0.3	1	-2.2	1.6	0	nt	10	-1.2
O=[N+]([O-])c1cccc(/C=N/N=C\c2ccccc2)c1	-1.3	-0.3	0	-2.9	5.6	-20	0.6	6	-0.9
COc1cccc(-c2csc(NC(C)=O)n2)c1	0.2	-0.8	3	-1.1	0.1	3	nt	-1	-0.6

Further records follow.
Structure	PfHsp40 yeast	Mtb BioA inh	FBA Mtb inh	FadD28 FP inh	Mtb UGM inh	Yp Topo-I inh	TcdB GH inh	GDH-TPI inh	Vc quorum ag
O=C(Nc1cccc2ccccc12)c1ccc([N+](=O)[O-])cc1	-0.7	-0.4	0	-3.3	1.9	-7	0.5	4	0.3
COc1ccc2cnnc(SCC(=O)Nc3ccc(C(=O)O)cc3)c2c1OC	-0.9	-0.8	1	-2.8	3.5	2	nt	17	-2.7
O=S(=O)(NC(=S)c1ccccc1)c1ccc(F)cc1	-1.1	-1.5	-3	-2.4	1.6	1	2.4	6	i
CCCCCn1nnc2c(=O)oc3ccccc3c21	-0.4	nt	1	-0.9	-3.2	-4	-1.4	8	i
COc1cc(OC)c2c(N)c(C#N)c(C(F)(F)C(F)(F)F)nc2c1	-1.4	-1.2	6	-1.8	3.1	-7	nt	18	-0.3
CCOc1ccc(NC(=S)NNC(=O)c2cc(Br)ccc2Cl)cc1	?	nt	6	-1.8	0.7	-8	-0.2	-7	-0.3
Cc1noc(C)c1CSc1nc2ccccc2c(=O)n1-c1ccccc1	-0.1	6.8	1	-1.4	2.0	39	nt	-4	i
COc1ccccc1NC(=O)Cc1csc(NC(=S)Nc2ccc(C)cc2)n1	0.4	-1.4	0	-6.1	-0.9	22	nt	9	i
O=C(CSc1nc2c(c(=O)n1-c1ccc(Cl)cc1)SCC2)Nc1ccc2c(c1)OCCO2	-1.1	4.6	-1	-5.6	0.0	20	-2.8	3	nt
O=C(CCNS(=O)(=O)c1ccc(Br)cc1)N1CCCCCCC1	-2.0	nt	4	-2.5	0.0	14	3.3	3	-1.3
COc1cc(/C=C(/NC(=O)c2ccccc2)C(=O)N2CCN(C)CC2)c([N+](=O)[O-])cc1OC	1.0	0.7	-3	-2.8	1.9	0	0.7	9	i
Cc1ccccc1-n1c(-c2ccncc2)n[nH]c1=S	0.1	-0.5	-3	-1.0	-1.2	4	nt	4	i
COc1ccc(NS(=O)(=O)c2ccc(N3CCOCC3)c(NC(=O)c3ccco3)c2)cc1	-0.4	nt	1	-1.6	1.5	-3	0.8	11	-0.2
Cc1ccc(NC2=NCCC2)cc1Cl	-1.8	-1.0	3	-3.2	5.1	2	nt	-9	-0.3
O=C(COC(=O)c1cc(Br)ccc1O)NCCC1=CCCCC1	nt	-2.1	-1	-4.6	nt	3	0.9	4	-5.6
CCn1cc(C2=NOC(C(=O)O)C2)c(C)n1 (stereo unspecified)	-1.4	-1.0	4	0.1	0.0	7	nt	-5	i
O=C(C[C@H]1C/C=C/CC[C@@H](Cc2ccc(F)cc2)C(=O)OC[C@H](c2ccccc2)NC1=O)NCCO	0.3	-0.4	0	0.0	0.1	37	0.3	0	-0.4
CCOC(=O)c1c(COC(=O)c2ccco2)nc2ccccc2[n+]1[O-]	0.6	0.1	-3	-3.6	0.0	-9	nt	2	-0.5
Cc1cccc(Cn2c(NC3CCCC3)nc3c2c(=O)[nH]c(=O)n3C)c1	nt	1.8	-1	-3.0	nt	11	1.8	-6	-0.8
O=c1c2ccccc2nc(COc2ccccc2)n1/N=C/c1ccc(O)c(O)c1	0.6	0.7	4	-0.6	0.6	0	0.0	34*	-0.4
N#Cc1c(C(F)(F)F)cc(-c2ccco2)nc1SCc1ccccn1	0.4	-3.5	19	1.0	-2.8	6	nt	13	-1.5
